F508del corr – correctors of CFTR F508del function in bronchial epithelial cells; activity (quench increase), % at 7.58 µM; 0.36% of 350,000 active; CFBE cells, YFP halide quenching; stimulated with forskolin plus potentiator P3; % fluorescence drop versus neutral controls;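 active means mean added fluorescence quench of at least 8% versus neutral control, with both replicates also reaching 8%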;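 further: cells transiently co-express mutant CFTR-F508del with the halide-sensitive YFP; corrector assay measuring rescue of mutant channel to the surface after 24 h compound exposure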
FN deposit inh – fibronectin deposition inhibition; AH1F fibroblasts, Alexa488-fibronectin deposition fluorescence, overnight; inhibition, % at 12.6 µM; 0.086% of 350,000 active; AID 743247;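 active means mean inhibition across replicates of 30% or more, regardless of how many single replicates reach that level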;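 further: positive control wells lacked labelled fibronectin entirely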
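Material: AH1F fibroblast monolayer depositing Alexa488-labelled fibronectin into matrix | Input: 10000 AH1F cells/well | Medium: DMEM plus 2% serum, read in PBS | Reagent: Alexa488-fibronectin, 24 nM final in well | Compound dosing: One dose per compound, pinned | Schedule: 1 h adhesion, overnight exposure | Measured by: Fluorescence at 485 nm excitation, 525 nm emission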
GSIS activator – GLuc luminescence reporter in INS-1E cells, primary screen for activators of glucose-dependent secretion of insulin | INS-1E GLuc reporter insulin secretion, 2-3 h | activation, % at 16.6 µM | 0.61% of 370,000 active | AID 743287;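 active means lowest replicate activation of at least 40%, so every replicate reaches that level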;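 further: 0% = median of neutral control wells and 100% = median of IBMX positive control wells; some compounds called inactive have numbers as strong as hits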
Numbers without * were called inactive.

Start of the data: the first seven compounds (preview)
Below each compound: GSIS activator, FN deposit inh, F508del corr
COc1cccc(CN2CCNC(=O)C2CC(=O)NCCOc2cccnc2)c1OC (centres undefined)
  1, 2, 0.4
O=C(c1ccc(Cl)c(Cl)c1)N1CCC(=O)N([C@H](COCc2ccc(Cl)cc2)Cc2ccccc2)CC1
  -16, 10, 1.9
COc1ccc2c3c(n(C)c2c1)[C@H](CO)N(C(=O)Cc1ccccn1)CC31CCN(CC2CCCC2)CC1
  3, 5, 0.1
CCOc1ccc(C(=O)C[n+]2ccc(C(=O)NCCO)cc2)cc1
  -11, -1, -7.2
O=C(c1ccc(Cl)cc1)[C@@H]1[C@@H]2C(=O)N(c3cccc4ccccc34)C(=O)[C@@H]2C2c3ccccc3C=NN21 (some centres undefined)
  5, -13, 2.6
Cc1cccc(C)c1NC(=O)CNC(=O)c1ccc2nc[nH]c2c1
  -2, 4, -0.1
CC(C)[C@H](NC(=O)OC(C)(C)C)c1cc(C(=O)N[C@@H](C)c2ccccc2)c(N)s1
  -2, -1, 0.4

Results, from the start:
Below each compound: GSIS activator, FN deposit inh, F508del corr
COc1cccc(CN2CCNC(=O)C2CC(=O)NCCOc2cccnc2)c1OC (centres undefined)
  1, 2, 0.4
O=C(c1ccc(Cl)c(Cl)c1)N1CCC(=O)N([C@H](COCc2ccc(Cl)cc2)Cc2ccccc2)CC1
  -16, 10, 1.9
COc1ccc2c3c(n(C)c2c1)[C@H](CO)N(C(=O)Cc1ccccn1)CC31CCN(CC2CCCC2)CC1
  3, 5, 0.1
CCOc1ccc(C(=O)C[n+]2ccc(C(=O)NCCO)cc2)cc1
  -11, -1, -7.2
O=C(c1ccc(Cl)cc1)[C@@H]1[C@@H]2C(=O)N(c3cccc4ccccc34)C(=O)[C@@H]2C2c3ccccc3C=NN21 (some centres undefined)
  5, -13, 2.6
Cc1cccc(C)c1NC(=O)CNC(=O)c1ccc2nc[nH]c2c1
  -2, 4, -0.1
CC(C)[C@H](NC(=O)OC(C)(C)C)c1cc(C(=O)N[C@@H](C)c2ccccc2)c(N)s1
  -2, -1, 0.4
COc1ccc(Cl)cc1NC(=O)CN1C(=O)NC(Cc2c[nH]c3ccccc23)C1=O (centres undefined)
  -33, 4, 0.1
CC1CCN(C(=S)c2cn(Cc3cccc(F)c3)c3ccccc23)CC1
  -4, -1, 3.3
C=CCN1C(=O)NC(c2ccc(OC)cc2)(C(F)(F)F)S/C1=C(\C#N)c1nnc(N2CCOCC2)n1-c1ccccc1 (centres undefined)
  -19, 9, -3.5
CC(=O)C(C)Oc1ccc(Cc2ncc(C(F)(F)F)cc2Cl)cc1 (centres undefined)
  -24, -2, -0.9
COc1ccc(CC2(C)OC(c3ccc(C)c([N+](=O)[O-])c3)=NN2C(C)=O)cc1 (centres undefined)
  7, 0, 1.3
COc1cccc(-c2nc(N)nc(SC)c2C#N)c1
  28, 13, -0.6
Cn1nc(C(F)(F)F)c(-c2cccc(C(F)(F)F)c2)c1NC(=O)CSCC(=O)O
  -34, -2, 1.8
CCCCN1CC(COCc2ccccc2)Oc2cccc(N3CCCCC3)c2S1(=O)=O (centres undefined)
  3, 4, -6.4
O=C1NC(Cc2ccccc2)c2nc3ccccc3c(=O)n2-c2ccc(Cl)cc21 (centres undefined)
  -2, -9, 2.3
O=C(/C=C/c1ccccc1)Nc1ccc(Cl)cn1
  -7, 22, 6.9
Cc1ccc(C2=NNC(=O)C(P(=O)(c3ccccc3)c3ccccc3)C2)cc1 (centres undefined)
  21, -2, -2.8
CC(C)(C)OC(=O)C(Oc1ccccc1[N+](=O)[O-])C(=O)OC(C)(C)C
  1, -1, -1.5
O=C(Nc1ccc(N2CCCC2)c(Cl)c1)c1ccc([N+](=O)[O-])cc1
  7, 12, -0.4
CCCCn1nnnc1C(c1cc2ccccc2o1)N1CCN(c2ccccc2F)CC1 (centres undefined)
  22, 0, -0.5
Cc1ccc(COC[C@H](CC(C)C)N2CCN(C(=O)c3cccc(C(F)(F)F)c3)CCC2=O)cc1
  -30, -3, 0.6
O=C(CSc1nc(NS(=O)(=O)c2ccccc2)cc(=O)[nH]1)Nc1ccc(Cl)cc1
  -5, -7, 3.6
O=C(CN1CCN(S(=O)(=O)c2ccccc2)CC1)Nc1ccc2c(c1)CCC2
  4, 4, 1.6
CCCCCCCCN1C(=O)[C@@H](CC(=O)N2CCSCC2)C[C@@]2(C(=O)OC)C1=C[C@H](C1CCCC1)O[C@@H]2C
  -34, 2, -3.8
CCc1ccc(N2CN(Cc3cccnc3)CNC2=S)cc1
  -8, 2, 1.0
COc1ccc(C(C)=O)cc1CSc1nnc(SCc2cc(C(C)=O)ccc2OC)s1
  9, 4, 1.6
Fc1ccc(NC(=S)N/N=C/c2ccc(F)c(F)c2)cc1
  -7, 0, -0.9
COc1ccccc1C(CNC(=O)CCNC(=O)c1ccccc1Cl)N1CCCC1 (centres undefined)
  11, 1, 0.4
Cc1cc(C)cc(OCC(=O)Nc2ccc3c(c2)OCCO3)c1
  -1, -10, 3.6
CCOn1c(=O)c(-c2cccc([N+](=O)[O-])c2)[n+]([O-])c2ccccc21
  15, 8, 0.4
Cc1nc(SC(C)C(=O)c2c(N)n(C)c(=O)n(C)c2=O)c2c(C)c(C)sc2n1 (centres undefined)
  7, 14, 2.6
Cc1ccsc1C(=O)OCC(=O)NC1CCS(=O)(=O)C1 (centres undefined)
  20, -1, 1.5
O=C(COc1ccc2ccc(=O)oc2c1)OCc1ccccc1
  -22, 1, -0.6
CCCCc1nc2sc3c(=O)n(N)cnc3c2c2c1CCCC2
  9, 10, -2.6
CCCCCOc1ccc(NC(=O)CSc2cccc3cccnc23)cc1
  8, 1, -2.6
O=C(Cn1c2[n+](c3ccc(C(F)(F)F)cc31)CCCCC2)c1ccc2c(c1)OCCO2
  -4, -2, -1.6
CCOc1ccc(N2CC(C(=O)Nc3cc(Cl)ccc3-n3cncn3)CC2=O)cc1 (centres undefined)
  -7, -6, -1.2
O=Cc1ccccc1OCCOc1ccc([N+](=O)[O-])cc1
  7, -6, -1.0
COc1ccc(C(=O)N/N=C2\CCc3ccccc32)cc1OC
  9, -12, -0.5
COC(=O)C[C@@H]1OC[C@H](Cc2ccccc2)N1S(=O)(=O)c1ccc(C)cc1
  -27, 8, -2.6
O=C1N(c2ccccc2)C(c2ccccc2)N2CCCN12 (centres undefined)
  -4, 0, 0.1
COc1ccc(-c2c(-c3ccccc3OC)sc3ccccc23)cc1F
  27, -15, -0.7
CCCn1c(N)c(C(=O)CSc2nc3ccccc3c(=O)n2-c2ccc(OC)cc2)c(=O)[nH]c1=O
  -9, 0, 2.3
CNC(=S)NCCc1ccc(OC)cc1
  0, -12, 0.5
COc1cc(OC)cc(-c2c(Sc3ccccc3)c3cc(-c4ccc(OC)nc4)ccc3n2C)c1
  11, 9, 2.7
N#CCCN(C(=O)CO/N=C/c1cccc([N+](=O)[O-])c1)c1ccccc1
  -2, 5, -1.4
CCOC(=O)CSc1ccc2nnc(CCNS(=O)(=O)c3ccccc3)n2n1
  -9, -3, 0.9
O=C(COC(=O)c1ncc(Cl)c(Cl)c1Cl)NC1CCS(=O)(=O)C1 (centres undefined)
  53*, -5, 1.5
O=C(CCc1ccccc1)N/N=C/c1cc(Br)ccc1O
  -2, 16, 7.2

New compounds follow.
Below each compound: GSIS activator, FN deposit inh, F508del corr
Cc1ccc(S(=O)(=O)N2CCC(=O)N([C@H](COCc3cccc(C)c3)C(C)C)CC2)cc1
  16, -4, 0.8
C=CCn1c(SCC(=O)NC2CCS(=O)(=O)C2)nnc1-c1ccc(Cl)cc1 (centres undefined)
  23, 6, -0.8
Cc1nc(N2CCOCC2)nc2c1CCC2
  7, -2, -1.1
CN1CCCN(C(=O)/C=C/c2ccc(Cl)cc2Cl)CC1
  -3, -2, -2.4
CC(=O)Nc1ccc(S(=O)(=O)N2CCC(C(=O)NCc3ccco3)CC2)cc1
  33, -10, -1.6
Cc1ccccc1OCC(=O)N(CC(C)C)c1c(N)n(CC(C)C)c(=O)[nH]c1=O
  5, 5, -2.4
O=C(c1ccc2c3c(cccc13)CC2)C1CCCN(C(=O)c2cccnc2)C1 (centres undefined)
  -5, -9, -0.4
Cc1ccc(S(=O)(=O)N(CC(=O)NCc2cccnc2)C2CCCCC2)cc1
  3, 9, 4.0
CCN(CC)CCN(C(=O)CN1C(=O)CCC1=O)c1nc2cc3c(cc2s1)OCO3
  53, -2, -1.8
Cc1ccc(OCC(=O)NNC(=O)Nc2ccc(Cl)cc2)c(Br)c1
  5, 0, -0.6
O=C(/C=C/c1ccc(-c2ccccc2[N+](=O)[O-])o1)c1ccco1
  -7, -2, 1.4
Nc1nc(SCc2ccc(F)cc2)ns1
  3, -2, -1.2
Cc1cc(C)c(NC(=O)c2c[nH]c(=S)n2-c2ccc(F)cc2)c(C)c1
  -1, -4, -2.3
COc1ccc(-c2cn[nH]c2-c2ccc(OC)cc2O)cc1
  3, -9, -2.5
CCOC(=O)C1CCN(Cc2cn(C)nc2-c2ccc(Oc3ccccc3)cc2)CC1
  -23, 2, 3.1
C/C=C/c1ccc(OCC(=O)OCC2=C(C(=O)OCC)C(C)NC(=O)N2)c(OC)c1 (centres undefined)
  28, -4, 1.2
Brc1ccc([C@H]2C=C[C@H]3CCCN4CC[C@H]2[C@@H]3[C@]42CO2)cc1
  36, 0, 5.6
COc1ccc(S(=O)(=O)Nc2ccc(NC(C)=O)cc2)cc1[N+](=O)[O-]
  1, -9, 3.3
Brc1ccccc1-c1nnc(SCc2nc3ccccc3s2)o1
  -5, 3, 2.3
CN(C)C(=O)OCc1c(-c2ccccc2)ncc2ccccc12
  4, -7, 3.2
CN(CC(=O)Nc1ccccc1Br)C(=O)c1n[nH]c2ccccc12
  18, 3, -1.8
CC1=C(C(=O)N2CCCC(C(=O)c3cccc(C(F)(F)F)c3)C2)OCCO1 (centres undefined)
  3, -6, 0.8
COc1ccc(-n2cc(CNCCCn3ccnc3)c(-c3ccccc3Cl)n2)cc1
  -6, 1, -3.5
CCCCCCCCN1C(=O)[C@@H](CC(=O)NCCC(C)C)C[C@@]2(C(=O)OC)C1=C[C@H](C1CCCC1)O[C@@H]2C
  -40, 4, -4.9
Cc1ccc(-c2[nH]ncc2C(=O)c2ccc(Br)cc2)c(O)c1
  1, -6, 0.1
COC(=O)[C@]12C[C@H](CC(=O)NCc3cccc4ccccc34)C(=O)N(Cc3ccccc3)C1=C[C@H](C1CCCC1)O[C@@H]2C
  -33, -3, 0.1
Cc1ccc(NC(=O)CNCc2ccccc2)c(Br)c1
  11, -13, -1.4
N#CC12CCCCC1CC1CCCCC1(C#N)N2N (centres undefined)
  3, -2, -3.3
Cc1cc(Br)c(OCc2ccc(C(=O)N/N=C3\CC(=O)CC(C)(C)C3)cc2)c(Br)c1
  1, -1, -0.3
CCCCN1C(=O)C(=O)NC[C@@H]1CC1CCCCC1
  2, 13, -5.7

Shown as a markdown table: part of the list above
| structure | GSIS activator | FN deposit inh | F508del corr |
| --- | --- | --- | --- |
| CN(CC(=O)Nc1ccccc1Br)C(=O)c1n[nH]c2ccccc12 | 18 | 3 | -1.8 |
| CCCCCCCCN1C(=O)[C@@H](CC(=O)NCCC(C)C)C[C@@]2(C(=O)OC)C1=C[C@H](C1CCCC1)O[C@@H]2C | -40 | 4 | -4.9 |

More results.
Below each compound: GSIS activator, FN deposit inh, F508del corr
COC(OC)c1ccc(C#N)c(SCc2ccc(C)cc2)n1
  12, 6, -0.9
COC(C)c1oc2c(C)c3oc(=O)cc(C)c3cc2c1C (centres undefined)
  -4, 1, -2.8
CN(Cc1nc(-c2cnccn2)no1)Cc1n[nH]c2c1CCCC2
  -7, -3, 2.5
COC(=O)Cc1ccc(NC(=S)NCC(C)C)cc1
  3, 1, -1.0
Cc1ccc(C)c(OCCC(=O)OCC(=O)c2c(N)n(C)c(=O)n(C)c2=O)c1
  13, -3, -1.9
O=C(/C=C/c1ccco1)c1cccnc1
  -5, -6, 2.1
CC(C)C[C@@H](CN1CCC[C@H]1CN1C(=O)C(=O)NC[C@@H]1Cc1ccccc1)N1C[C@H](Cc2ccc(O)cc2)N(CC2CCCCCC2)C(=O)C1=O
  5, -17, -3.1
O=C(NNC(=O)C1CC1)c1cc2cc3ccccc3nc2s1
  -1, 0, -1.0
CN(CC(=O)N1CCN(c2ncccn2)CC1)S(=O)(=O)c1ccc(Cl)cc1
  1, -5, -0.7
CN(c1ccc(NC(=O)CCc2cn(Cc3ccc(Br)cc3)c3ccccc23)cc1)c1ccccn1
  33, 8, -1.0
CC12CCC(=O)N1C(C(=O)NNC(=O)c1ccc(F)cc1)CS2 (centres undefined)
  16, 3, -1.3
Cc1cccc(S(=O)(=O)Nc2ccc3c(c2)OCCO3)c1
  -10, -7, -2.7
COc1ccc(-c2ccccc2C2Cc3nnccc3CN2C(=O)Nc2ccccc2)cc1 (centres undefined)
  60*, -4, -0.1
COc1ccccc1Cc1c(-c2ccc(OC)c(OC)c2)nc2cc(C)c(Br)c(C)n12
  12, 3, -0.4
CC(C)N1CCN(Cc2cccn2-c2ccccn2)CC1CCO (centres undefined)
  -4, -3, 3.3

Screening data from PubChem.

An excerpt (hit frequency here may not be typical).
